High-throughput results from PubChem.
APP 5UTR inh: APP translation inhibition | SH-SY5Y APP 5'UTR-luciferase reporter, luminescence | inhibition, % at 2 µM | AID 1285 | 190,000 tested, 0.82% active;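 active means inhibition above a set limit, derived from the sample mean plus 3 SD, cut at about 45% in these data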; further: values of inactives mirror those of a sister screen read the other way
FLuc act counter: affects firefly luciferase, flagging false hits in luciferase stimulation screens; activation factor at 10 µM; P08659; 200,000 tested, under 10 active; ATPlite luciferase biochemical, luminescence, 10 min; 0 = ATP-free wells, 1 = DMSO control; AID 1027;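 active means luciferase activation factor, scaled between plate controls, of at least 2 with compound at 10 µM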
Target sequence (P08659 whole entry, looked up): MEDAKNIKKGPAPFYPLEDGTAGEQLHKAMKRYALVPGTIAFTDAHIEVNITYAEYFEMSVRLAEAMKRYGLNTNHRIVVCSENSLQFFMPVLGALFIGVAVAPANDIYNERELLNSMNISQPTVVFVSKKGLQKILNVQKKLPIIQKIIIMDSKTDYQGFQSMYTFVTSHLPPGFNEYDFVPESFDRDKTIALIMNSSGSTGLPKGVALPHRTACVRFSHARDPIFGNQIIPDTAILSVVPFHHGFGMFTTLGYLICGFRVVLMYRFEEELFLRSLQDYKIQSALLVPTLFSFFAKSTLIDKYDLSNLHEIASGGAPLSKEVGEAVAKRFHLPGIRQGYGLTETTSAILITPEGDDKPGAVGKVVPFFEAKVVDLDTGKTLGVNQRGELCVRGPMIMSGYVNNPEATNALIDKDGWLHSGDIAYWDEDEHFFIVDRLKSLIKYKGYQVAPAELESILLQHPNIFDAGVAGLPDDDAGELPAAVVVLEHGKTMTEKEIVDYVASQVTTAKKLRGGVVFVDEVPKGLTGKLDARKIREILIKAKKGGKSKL
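System: Luciferase/luciferin detection reagent, cell-free biochemical luciferase assay | Medium: PBS buffer for ATP | Dosing: Test compounds dosed from 2 mM stocks in 100% DMSO | Timing: 10 min at ambient temperature | Signal: Luminescence measurement of luciferase light output | Evaluation: Luciferase activation, seen as luminescence increase over controls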
STAT3 act: activators of IL-6 induced STAT3 signaling; U3A cells, IL-6 STAT3-luciferase reporter, luminescence; 100% = signal with IL-6 EC80 alone; activation (% of control), % at 5.6 µM; 190,000 tested, 0.91% active; AID 871;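 active means activation above the screen-wide mean of compound activation plus 3 SD, cut at about 130% in these data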;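 further: 0% = background luminescence of wells with medium and substrate only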
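Test system: human U3A cells carrying STAT3-luciferase construct; control set: IL-6-only wells as 100% reference; timing: compound pre-incubation 1 h before IL-6, then 6 h stimulation at 37 °C; also added: IL-6 stimulus at 33 ng/mL final; evaluation: % activation versus median of IL-6-stimulated wells; detection: reporter luminescence signal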
FLuc inh counter: counter-screen for luciferase assay inhibitors: firefly luciferase inhibition; P08659; ATPLite firefly luciferase biochemical luminescence, 10 min; inhibition, % at 10 µM; 200,000 tested, 1.5% active;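 active means inhibition above about 50% when tested at 10 µM, limit read from the data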
STAT1 blocker: STAT1 signaling inhibition. AID 920. inhibition, % at 5.5 µM. NIH 3T3 STAT1-luciferase reporter, IFN-gamma, luminescence. 200,000 tested, 0.35% active;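 active means inhibition above a set limit, the mean inhibition across all tested compounds plus 3 SD, cut at about 34% in these data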;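 further: 0% = IFN-gamma with DMSO and 100% = IFN-gamma with 300 µM nifuroxazide; values of inactives mirror those of a sister screen read the other way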
ROMK primary: human ROMK K+ channel modulation, primary screen; AID 1918; 130,000 tested, 2% active; Tet-inducible ROMK, thallium flux fluorescence; actives lie on both sides; B-score at 10 µM; P48048;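 active means signal ratio slope over the read window, or its plate-corrected B-score, at least 3 SD from the plate mean, either direction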;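 further: B-score of the F/F0 ratio slope over 7 to 12 s after thallium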
Target sequence (P48048 whole entry, looked up): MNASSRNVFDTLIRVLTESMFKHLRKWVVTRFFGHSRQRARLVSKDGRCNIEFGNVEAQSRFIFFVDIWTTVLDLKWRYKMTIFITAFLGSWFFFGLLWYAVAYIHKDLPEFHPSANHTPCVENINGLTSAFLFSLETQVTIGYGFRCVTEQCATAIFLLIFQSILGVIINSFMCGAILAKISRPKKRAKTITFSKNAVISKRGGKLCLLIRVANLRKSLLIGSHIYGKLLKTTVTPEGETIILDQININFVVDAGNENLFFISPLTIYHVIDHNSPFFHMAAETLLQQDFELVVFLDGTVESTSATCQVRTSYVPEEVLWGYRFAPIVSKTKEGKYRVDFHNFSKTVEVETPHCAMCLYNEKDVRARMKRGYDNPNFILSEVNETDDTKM
APP 5'UTR act: APP 5'UTR luciferase reporter activation; 190,000 tested, 1% active; AID 1276; activation, % at 2 µM; SH-SY5Y APP 5'UTR luciferase reporter, luminescence; zero percent = DMSO vehicle wells;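 active means activation above a set limit, based on mean plus 3 SD of controls, cut at about 140% in these data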; further: values of inactives mirror those of a sister screen read the other way
STAT1 act: increases IFN-gamma driven STAT1 reporter signal; 200,000 tested, 2.6% active; activation (% of control), % at 5.5 µM; AID 932; NIH 3T3 STAT1-luciferase reporter, luminescence; 100% = IFN-gamma alone, no compound;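 active means activation above the screen-wide mean activation plus 3 SD, cut at about 130% in these data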;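 further: raw ratio to IFN-gamma control signal so 100% means no change and 0% no light; values of inactives mirror those of a sister screen read the other way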
STAT3 blocker: reduces IL-6 driven STAT3 reporter signal | U3A cells, IL-6 STAT3-luciferase reporter, luminescence; host cell line lacks STAT1 | inhibition, % at 5.5 µM | 190,000 tested, 0.89% active | AID 862;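 active means inhibition above the mean inhibition across all screened compounds plus 3 SD, cut at about 44% in these data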;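 further: 0% = DMSO only wells and 100% = 100 µM nifuroxazide control wells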
NF-kB neuron act: NF-kB expression increase, human neuronal cells | NF-kB reporter expression; active compounds read high | fold change at 12.5 µM | 190,000 tested, 1.6% active | AID 1239; in the data active means fold change above about 3.3
Active calls of the source: *; · = no result given.

Values in the order: APP 5UTR inh | FLuc act counter | STAT3 act | FLuc inh counter | STAT1 blocker | ROMK primary | APP 5'UTR act | STAT1 act | STAT3 blocker | NF-kB neuron act
- CCNC(=O)C(=O)c1c(-c2ccccc2)[nH]c2ccccc12
  8 | 1 | 94 | 0 | -1 | 0.69 | -7 | 99 | 10 | 1
- CCN(CC)CCCNC(=O)C(C)n1nc(C)c2sc3ccccc3c2c1=O (stereo unspecified)
  -22 | 1 | 103 | -3 | 7 | · | 22 | 94 | -2 | 1.1
- CC(=O)C(C(C)=O)C(NC(=O)c1cccnc1)(C(F)(F)F)C(F)(F)F
  -15 | 1 | 101 | 0 | -11 | -0.71 | 15 | 110 | 2 | 1.1
- Cc1nc2n[nH]c(N)c2c2c1COC(C)(C)C2
  4 | 1.1 | 106 | -8 | 1 | 0.33 | 19 | 98 | 0 | 1.2
- CCOc1ccc(N(CC(=O)NC(C)CC)S(C)(=O)=O)cc1 (stereo unspecified)
  -5 | 1 | 101 | -4 | 7 | -1.4 | 5 | 93 | 6 | 1.3
- Cn1ccnc1SCC(=O)Nc1cc(S(=O)(=O)N2CCOCC2)ccc1Cl
  7 | 1.1 | 102 | -6 | -4 | -0.36 | -7 | 104 | 3 | 0.89
- O=C(Nc1nc2c(cc3c4c(cccc42)CC3)s1)c1ccccc1Cl
  -9 | 1 | 84 | 2 | -12 | · | 9 | 111 | 14 | 1.4
- CC1CCN(c2ccc(C(=O)O)cc2N)CC1
  9 | 1 | 108 | 0 | 8 | · | -9 | 93 | -4 | 0.94
- CCc1cccc(CC)c1N(COC)C(=O)Cn1nnc2ccccc21
  -11 | 1.1 | 106 | -11 | -5 | 0.21 | 11 | 105 | -3 | 1.1
- CCOC(=O)c1c(CN2CCN(C)CC2)n(C)c2cc(Br)c(OC)cc12
  13 | 1 | 84 | -2 | 1 | -1.7 | -13 | 100 | 23 | 0.89
- CC(=O)OCC1OC(c2ccccc2)C(OC(C)=O)C(OC(C)=O)C1OC(C)=O (stereo unspecified)
  -4 | 1 | 104 | -2 | -1 | · | 4 | 101 | -2 | 1.1
- COc1ccccc1C1C(C#N)=C(N)Oc2c1oc(CO)cc2=O (stereo unspecified)
  9 | 1 | 102 | -4 | -10 | 0.94 | -9 | 107 | 0 | 0.79
- COc1ccc(C(c2nnnn2CCc2ccccc2)N2CCN(C3CCCC3)CC2)cc1OC (stereo unspecified)
  -4 | 1.1 | 99 | -7 | -3 | · | 4 | 102 | 7 | 1.1
- Cc1n[nH]c(C)c1S(=O)(=O)N(CC(=O)NC1CCCC1)c1ccc(C(C)C)cc1
  -25 | 1.1 | 95 | -7 | 8 | · | 25 | 92 | 15 | 0.59
- CCOC(=O)/C(=C\C=C\N1CCOCC1)C(C)=O
  -30 | 1 | 94 | 1 | 6 | -0.28 | 30 | 93 | 10 | 1.3
- Cc1ccnc(N2C(=O)c3ccccc3C2Nc2cccc(C)c2C)c1 (stereo unspecified)
  -6 | 1 | 98 | -1 | -9 | · | 6 | 109 | 2 | 0.9
- CC(C)CNC(=O)c1cc(-c2ccc(Br)cc2)on1
  -46 | 1 | 91 | 4 | -26 | 0.98 | 46 | 124 | 11 | 0.98
- CCN(CC(=O)NCc1ccccn1)S(=O)(=O)c1ccc(Cl)cc1
  12 | 1 | 99 | -1 | -3 | · | -12 | 102 | 7 | 1.2
- Cc1cc(C)nc(SCc2nnc(SCC(N)=O)n2Cc2ccco2)n1
  -7 | 1 | 106 | -4 | -3 | · | 7 | 103 | -3 | 1
- CCOC(=O)N1CCN(C(=O)C(=O)NNC(=O)COc2ccc(Cl)c(C)c2)CC1
  23 | 1 | 91 | -2 | 9 | -0.061 | -23 | 92 | 12 | 1
- CCCCn1c(=S)[nH]c2ncccc2c1=O
  -24 | 1 | 104 | -4 | 0 | · | 24 | 100 | 6 | 1.2
- O=C(CSc1nnc(COc2ccccc2)o1)Nc1nccs1
  -7 | 1.1 | 101 | -10 | 0 | -0.2 | 7 | 100 | -1 | 1.1
- CCOc1ncccc1C(=O)Nc1nnc(C(CC)CC)s1
  18 | 1.1 | 95 | -6 | -3 | -0.14 | -18 | 100 | 9 | 0.98
- CSC1=NCCN1CCOc1ccccc1
  -1 | 1.1 | 96 | -8 | -2 | 0.25 | 1 | 101 | 6 | 1.1
- C=CCn1c(CNC(=O)c2cccs2)n[nH]c1=S
  21 | 1 | 100 | -4 | -11 | · | -21 | 110 | 1 | 1
- O=C(O)c1n[nH]c2c1CCCC2
  -27 | 1 | 105 | -3 | 5 | · | 27 | 96 | -1 | 1
- O=C(N/N=C/c1cccc(O)c1)c1csc2ccccc12
  -14 | 0.9 | 93 | 11 | -2 | 0.7 | 14 | 102 | 8 | 1.6
- COC(=O)c1ccccc1NC(=O)COC(=O)CSc1nnc(N)s1
  11 | 1.1 | 107 | -5 | 1 | 0.25 | -11 | 98 | -7 | 1
- CCOC1(NC(=O)c2ccccc2)C(C)=CC(=O)C=C1C
  0 | 1 | 102 | 4 | -3 | · | 0 | 102 | 2 | 0.94
- O=C(Cn1cncn1)N/N=C/c1cccc2ccccc12
  0 | 1.1 | 87 | -6 | 5 | 0.82 | 0 | 95 | 18 | 1.2
- Cc1ccc(F)cc1NC(=O)C1CCCN(c2ncccn2)C1 (stereo unspecified)
  -17 | 1 | 103 | -2 | -2 | · | 17 | 102 | 2 | 0.96
- Cc1[nH]c2ccccc2c1C(=O)CSC(=S)N(C)C
  -27 | 1 | 99 | 3 | -33 | -0.0048 | 27 | 130* | 4 | 1.6
- CCCCC(=O)Nc1nnc(-c2ccco2)o1
  -3 | 0.9 | 104 | 6 | -7 | 0.091 | 3 | 107 | -3 | 1
- O=C(COC(=O)C1=COCCO1)NCCCc1ccccc1
  -16 | 1 | 95 | -3 | 0 | 0.31 | 16 | 100 | 8 | 1.3
- COC(=O)[C@H](Cc1ccccc1)NC(=O)O[C@@H]1C(=O)c2cc(Br)ccc2O[C@H]1c1cccc(OC)c1
  4 | 1 | 102 | -4 | -7 | -0.33 | -4 | 106 | -5 | 0.88
- CCCOc1ccc(-c2cnc(SCC(N)=O)nc2N)cc1
  1 | 1.1 | 98 | -6 | 8 | · | -1 | 92 | 4 | 1.1
- O=c1c2oc3ccccc3c2[nH]c(=S)n1-c1ccccc1
  8 | 1 | 103 | -2 | 9 | · | -8 | 92 | -1 | 1
- CCC(CC)NCc1ccc2c(c1)c1ccccc1n2CC
  -32 | 1 | 101 | -4 | -6 | -1.4 | 32 | 104 | 0 | 0.75
- Cc1nn(-c2ccccc2)c(C)c1/C=N/NC(=O)CSc1nc2ccccc2c(=O)n1-c1ccc(Br)cc1
  10 | 1 | 105 | -3 | 3 | · | -9 | 98 | 0 | 1.1
- Cc1nnc(-c2cnn(-c3ccccc3)c2N)n1Cc1ccncc1
  7 | 1 | 99 | -1 | 12 | · | -7 | 89 | 12 | 1.1
- CCOc1ccc(NC(=O)CSc2nc(N)c(-c3ccccc3)c(=O)[nH]2)cc1
  14 | 1 | 105 | -3 | 0 | 0.28 | -14 | 99 | -5 | 1
- CC1(C)Cc2ccccc2-c2nnc(SCc3ccccc3)n21
  -1 | 1 | 77 | 2 | 1 | · | 1 | 99 | 29 | 1.1
- COc1cc2[nH]c(=O)n(CCC(=O)N3CCc4ccccc4C3)c(=O)c2cc1OC
  -4 | 1.1 | 91 | -10 | -2 | 0.32 | 4 | 102 | 12 | 1
- CN(CC(=O)NCCc1ccc(S(N)(=O)=O)cc1)c1ccccc1
  16 | 1.1 | 101 | -7 | 3 | 0.12 | -16 | 96 | 2 | 1.2
- Cc1ccc(NC(=O)C2CC(Cl)=CCC2C(=O)O)c([N+](=O)[O-])c1 (stereo unspecified)
  -4 | 1 | 92 | 0 | 5 | 0.52 | 5 | 94 | 13 | 1.1
- c1ccc(Nc2nc(N3CCCCC3)nc(N3CCNCC3)n2)cc1
  12 | 1 | 94 | -3 | 2 | -2.8 | -12 | 98 | 12 | 0.63
- O=C1CC(c2ccccc2)CC(O)=C1C=NCc1ccccc1 (stereo unspecified)
  -2 | 1.1 | 99 | -7 | -1 | 0.68 | 2 | 101 | 8 | 1.1
- COc1ccccc1N1CCN(C(c2cccs2)c2nnnn2C2CCCC2)CC1 (stereo unspecified)
  -14 | 1.1 | 102 | -10 | 3 | · | 14 | 98 | 4 | 1.1
- CCCOCCOC(=O)c1[nH]c2c(c1C)C(=O)CC(c1cc(OC)ccc1OC)C2 (stereo unspecified)
  44 | 1 | 99 | -2 | 8 | · | -44 | 93 | 2 | 1.1
- Cc1ccc(CC(=O)Nc2ccc([N+](=O)[O-])cc2C)cc1
  -26 | 1 | 98 | -1 | 3 | 0.0083 | 26 | 97 | 14 | 1.1
- COc1ccc(N(C(=O)c2cccnc2)S(=O)(=O)c2ccccc2)cc1
  -7 | 1 | 97 | -3 | 4 | 0.87 | 7 | 96 | 15 | 1.4
- CCOC(=O)C1=C(CSc2nccn2C)NC(=O)NC1c1ccc(OC)cc1 (stereo unspecified)
  16 | 1 | 100 | -3 | -4 | 0.55 | -16 | 104 | 6 | 0.91
- COC(=O)c1ccc(C2/C(=C(\O)c3ccc(OC)c(C)c3)C(=O)C(=O)N2c2cc(C)on2)cc1 (stereo unspecified)
  0 | 1 | 106 | -3 | -6 | -0.024 | 0 | 104 | -3 | 1.1
- COc1ccc(Br)cc1S(=O)(=O)N1CCOCC1
  6 | 1.1 | 97 | -6 | 5 | 1.4 | -6 | 95 | 7 | 1.1
- COc1ccc(-c2ccc(=O)n(CC(=O)Nc3nnc(C(C)C)s3)n2)cc1OC
  17 | 1 | 109 | -3 | 5 | · | -17 | 95 | -6 | 1.1
- O=S(=O)(Nc1nc2ccccc2s1)c1ccc(Cl)s1
  -8 | 1 | 138* | -4 | 3 | · | 8 | 97 | -45 | 0.96
- CC(C)(C)NC(=O)C(c1ccncc1)N(C(=O)C1CSC(=O)C1)c1ccccc1 (stereo unspecified)
  6 | 1 | 101 | -5 | -1 | -0.61 | -6 | 99 | 1 | 1.2
- O=C(NC1CCN(C(=O)N2c3ccccc3Sc3ccccc32)CC1)c1ccco1
  -2 | 1 | 84 | -5 | 12 | · | 2 | 90 | 25 | 0.77
- Cc1c(C(=O)NCc2ccc3c(c2)OCO3)cccc1[N+](=O)[O-]
  22 | 1.1 | 96 | -8 | 2 | -0.34 | -22 | 98 | 6 | 1
- CCOC(=O)c1cnn2c(C(F)F)cc(C3CC3)nc12
  -10 | 1 | 106 | -4 | -2 | · | 10 | 102 | -3 | 0.97
- COc1ccc(NC(=O)Nc2c(C)n(-c3ccccc3)c(=O)n2C)cc1OC
  -11 | 1 | 91 | -4 | 5 | 1.3 | 11 | 95 | 14 | 0.84
